Source: PubChem BioAssay (National Center for Advancing Translational Sciences (NCATS))
GAA glycogen: inhibitors or activators of human alpha-glucosidase glycogen cleavage; Potency, µM (titrated, usually from 76.4 µM), for the others: at the highest dose activity change, negative = inhibition, hits mostly inhibitors; AID 2100; recombinant GAA, glycogen substrate, Amplex Red glucose oxidase fluorescence; 300,000 tested, 0.38% active; active = well fitted inhibition curve with a large enough effect; inconclusive = small, poorly fitted or top-dose-only effect, or another doubt; inactive = no such curve, though single readings can be large or run the other way;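 note: 0% = full enzyme reaction and -100% = no-enzyme basal signal; the screen sought inhibitors and activators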
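qHTS, 1536-well; enzyme 4 nM final; cpd up to 77 uM; substrate bovine liver glycogen 30 ug; 50 mM citrate/phosphate pH 5.0, 0.01% Tween-20; 37 C, 40 min; Amplex Red detection 45 min RT; Hill fit → AC50.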
The depositor's hits bear a star; ? = inconclusive; [ ] = another dose, or the depositor's remark. Potency is the fitted concentration of half-maximal effect. An excerpt. The share of hits here may be higher or lower than overall.

O=C(COc1ccccc1)Nc1c2c(nn1-c1ccc(F)cc1)CS(=O)(=O)C2
  GAA glycogen = 0%[76.3 µM]

COC(=O)c1cc(Nc2nc3ccccc3nc2NS(=O)(=O)c2ccc(C)cc2)ccc1Cl
  GAA glycogen = 9%[76.3 µM]

CC(=O)CSc1nnc(-c2ccc(S(=O)(=O)N3CCOCC3)cc2)n1C
  GAA glycogen = -1%

COC(=O)c1cn(C(=O)c2cc(Cl)ccc2Cl)c2ccccc12
  GAA glycogen = 14%[76.3 µM]

CCOc1nc2cnccc2n(CC(=O)Nc2ccc(C)c(C)c2)c1=O
  GAA glycogen = -4%[76.3 µM]

O=C(CSc1nc2ccccc2c(=O)[nH]1)N1CCN(c2ccccc2)CC1
  GAA glycogen = 1%[76.3 µM]

Cc1ccc(C)c(N=Cc2c(O)c3ccccc3oc2=O)c1
  GAA glycogen = -8%[76.3 µM]

COc1cccc(C(=O)N/N=C(\C)c2cccc(NC(=O)c3ccc(F)cc3)c2)c1OC
  GAA glycogen = -6%[76.3 µM]

O=C(COc1ccccc1Cl)Nc1ccc(S(=O)(=O)N2CCOCC2)cc1
  GAA glycogen = 3%[76.3 µM]

Cc1ccc(S(=O)(=O)Oc2ccc(/C=C3\C(=N)N4N=C(S(C)(=O)=O)SC4=NC3=O)cc2)cc1
  GAA glycogen = -9%[76.3 µM]

Cc1sc2ncn(CC(=O)N3CCN(c4ccccn4)CC3)c(=O)c2c1S(=O)(=O)N1CCC(C)CC1
  GAA glycogen = 2%[76.3 µM]

COc1ccc(NC(=O)NC(=O)c2ccccc2)cc1
  GAA glycogen = -6%[76.3 µM]

COCCNC(=O)c1ccc(N2CC3CC(C2)c2cccc(=O)n2C3)c(NC(=O)c2ccc(Br)o2)c1 (stereo not given)
  GAA glycogen = -17%[76.3 µM]

CC1CCN(C(=O)Cn2cc(SCC(=O)NCc3ccccc3)c3ccccc32)CC1
  GAA glycogen = 16%[76.3 µM]

COC(=O)c1cc2sc(C)cc2n1Cc1cccc(OC)c1
  GAA glycogen = 9%[76.3 µM]

CC1=C(Nc2ccc(C(=O)O)cc2)C(=O)c2ccccc2C1=O
  GAA glycogen = 7%

CC(=O)c1ccc(S(=O)(=O)N(C)CC(=O)NCC2CCCCC2)cc1
  GAA glycogen = 12%

Fc1ccc(Nc2ncnc3sccc23)cc1
  GAA glycogen = 11%

CS(=O)(=O)N(CC(=O)Nc1ccc(Br)cc1F)C1CCCCC1
  GAA glycogen = 2%[76.3 µM]

COc1ccc(CCNC(=O)CCc2c(C)nc3cc(-c4ccc(Cl)cc4)nn3c2C)c(OC)c1
  GAA glycogen = -2%[76.3 µM]

Cc1cc(C)cc(CC2CC(=O)N(c3ccc([N+](=O)[O-])cc3)C2=O)c1 (stereo not given)
  GAA glycogen = 3%[76.3 µM]

CCOC(=O)c1ccc(N2C(=O)c3n[nH]c(-c4ccco4)c3C2c2ccc(C(=O)OC)cc2)cc1 (stereo not given)
  GAA glycogen = -22%[76.3 µM]

COCCNC(=S)N(CCCN(C)C)Cc1cc2cc3c(cc2[nH]c1=O)OCCO3
  GAA glycogen = -13%[76.3 µM]

COc1ccc(CCOC(=O)c2ccc(NC(=O)CC#N)cc2)cc1
  GAA glycogen = -4%[76.3 µM]

Cc1cc(C)cc(NC(=S)N2CCC(NC(=O)c3ccco3)CC2)c1
  GAA glycogen = -3%[76.3 µM]

COc1ccc(CN2CCNC(=O)C2CC(=O)NCc2csc(C)n2)c(F)c1 (stereo not given)
  GAA glycogen = -3%[76.3 µM]

CC1CN(C(=O)Cn2c(=O)oc3ccccc32)CC(C)O1 (stereo not given)
  GAA glycogen = -1%[76.3 µM]

COCCSc1ccccc1C(=O)N1CCc2ccccc21
  GAA glycogen = -6%[76.3 µM]

O=C(Nc1nccs1)C1CC(=O)N(c2ccccc2)C1 (stereo not given)
  GAA glycogen = 5%

Cc1ccc(-n2nc(C)c(C(=O)O)c2-n2cccc2)cc1
  GAA glycogen = -2%[76.3 µM]

CC(=O)N1CCN(C(=O)/C(C#N)=C/c2ccc3c(c2)OCO3)CC1
  GAA glycogen = 3%

CC(C)CC(=O)C1=C(O)C(=O)N(Cc2ccccc2)C1c1ccccc1 (stereo not given)
  GAA glycogen = 11%[76.3 µM]

CC1CCCCC1NC(=O)C1CCC(CNS(=O)(=O)c2cccc3cccnc23)CC1 (stereo not given)
  GAA glycogen = -1%[76.3 µM]

CC(C)(C)c1ccc(C(CC(=O)O)NS(=O)(=O)Cc2ccccc2)cc1 (stereo not given)
  GAA glycogen = 4%

COc1cccc(N(CC(=O)NC2CCCCC2)C(=O)Cn2nnc(-c3ccc(C)o3)n2)c1
  GAA glycogen = -4%[76.3 µM]

CCOc1ccc(N(CC(=O)N2CCOCC2)S(=O)(=O)c2ccc(F)cc2)cc1
  GAA glycogen = -6%[76.3 µM]

Cc1ccc(Cn2c(=O)n(-c3cccc(C(F)(F)F)c3)c(=O)c3c(C)c(C)sc32)c(C)c1
  GAA glycogen = 16%[76.3 µM]

Cc1cc(NC2CCCC2)n2nc(C)c(-c3ccccc3)c2n1
  GAA glycogen = -7%

CC1CCN(C(=O)c2cc(-c3ccc4c(c3)OCO4)on2)CC1
  GAA glycogen = 2%

CCc1ccc(NC(=O)COc2ccc3c(c2)OCO3)cc1
  GAA glycogen = -1%[76.3 µM]

Cc1cccc(N2CCN(C(=O)c3cc(S(=O)(=O)N4CCCC4)cn3C)CC2)c1C
  GAA glycogen = -9%[76.3 µM]

CCOc1ccc(CCNC(=O)COC(=O)COc2ccc(Br)cc2)cc1OCC
  GAA glycogen = -8%[76.3 µM]

COc1ccc(NC(=O)CSc2ccc3nnc(-c4cccnc4)n3n2)cc1OC
  GAA glycogen = 3%[76.3 µM]

O=C(CCc1nnc2ccc(N3CCCCC3)nn12)NCc1ccco1
  GAA glycogen = -4%[76.3 µM]

COc1ccc(Br)c(C(=O)Nc2cc3c(cc2N2CCOCC2)n(C)c(=O)n3C)c1
  GAA glycogen = -5%[76.3 µM]

CCCn1c(CN2CCN(C(=O)OCC)CC2)nc2cc([N+](=O)[O-])ccc21
  GAA glycogen = -20%

O=C(Nc1ccsc1C(=O)O)c1ccccc1
  GAA glycogen = 4%

Cc1ccc(Cn2c(CCCNC(=O)C3CCCCC3)nc3ccccc32)cc1
  GAA glycogen = -14%[76.3 µM]

Cc1cc(C)c2c(-n3cccc3)c(C(=O)NCCc3ccc(Cl)cc3)sc2n1
  GAA glycogen = -5%[76.3 µM]

Cc1ccc(C(C(=O)NC2CCCC2)N(C(=O)c2csnn2)c2ccccc2)o1 (stereo not given)
  GAA glycogen = 11%

Cc1oc2c(C)c3oc(=O)c(CCC(=O)N[C@@H](CC(C)C)C(=O)O)c(C)c3cc2c1C
  GAA glycogen = -7%

CCC1CCCCN1CCCNC(=O)Cn1ncc2c(C)n(Cc3ccccc3Cl)c(C)c2c1=O (stereo not given)
  GAA glycogen = 11%[76.3 µM]

Cc1cccc(C(=O)OC(C)CN2C(C)CCCC2C)c1 (stereo not given)
  GAA glycogen = 3%

COC(=O)C(C)n1cnc2c(nnn2-c2cccc(OC)c2)c1=O (stereo not given)
  GAA glycogen = 0%

COC(=O)c1ccc(C(=O)N(C)C2CCCN(Cc3ccccc3F)C2)cc1 (stereo not given)
  GAA glycogen = -1%[76.3 µM]

Cc1ccc(S(=O)(=O)c2nc(-c3cccc(C)c3)oc2N2CCN(c3ccccc3)CC2)cc1
  GAA glycogen = -7%[76.3 µM]

COc1cccc(Cn2cc(C(=O)c3ccc(Cl)cc3)c(=O)c3ccccc32)c1
  GAA glycogen = -9%[76.3 µM]

CC1CCN(CCCCOc2cccc(C(C)C)c2)CC1
  GAA glycogen = -16%

Cc1ccc2c(CNCCc3ccc(Cl)cc3)c(C(=O)O)n(Cc3ccc(F)cc3)c2c1
  GAA glycogen = 4%[76.3 µM]

COc1ccc(-c2cc(CC3(C(=O)O)CCN(C(=O)OC(C)(C)C)CC3)on2)c(OC)c1
  GAA glycogen = 15%[76.3 µM]

Cc1cc(NC(=O)Cc2ccccc2[N+](=O)[O-])no1
  GAA glycogen = -11%[76.3 µM]

Cc1nnc2sc(-c3ccc(N(C)C)cc3)nn2c1=O
  GAA glycogen = 1%

COc1ccc(N(CC(=O)NC2CCCC2)C(=O)c2ccc(C)s2)c(OC)c1
  GAA glycogen = 2%

CCCn1c(=O)[nH]c(=O)c2c1nc(-c1ccc(C(F)(F)F)cc1)n2CCOC
  GAA glycogen = 5%[76.3 µM]

COc1cccc(NC(=O)CSc2nnc(CNC(=O)c3ccccc3F)o2)c1
  GAA glycogen = -6%[76.3 µM]

O=c1nccc(N/N=C/c2ccccc2)[nH]1
  GAA glycogen = -7%

O=C(CN1CCN(C(=O)C2CCCO2)CC1)Nc1ccc(Br)cc1 (stereo not given)
  GAA glycogen = -1%[76.3 µM]

C=CCc1ccccc1OCCn1c(C2CC(=O)N(Cc3ccc(F)cc3)C2)nc2ccccc21 (stereo not given)
  GAA glycogen = -7%[76.3 µM]

Cc1ccc(SCC(=O)O/N=C(\N)c2cccnc2)cc1
  GAA glycogen = -6%[76.3 µM]

Nn1c(C2CCC2)nc2cc(Cl)ccc2c1=O
  GAA glycogen = 2%[76.3 µM]

COc1cc2c(=O)n(CCC(=O)NCC3CCCO3)c(=O)n(CC(=O)Nc3ccc(C)cc3)c2cc1OC (stereo not given)
  GAA glycogen = -8%

CCCS(=O)(=O)N1CCCC(C(=O)Oc2ccccc2Cl)C1 (stereo not given)
  GAA glycogen = 1%[76.3 µM]

COc1ccc(N2CCN(C3=NS(=O)(=O)C(c4cccc(Br)c4)=C3C)CC2)cc1
  GAA glycogen = 6%[76.3 µM]

NC(=O)c1ccc(NC(=O)CN2CCN(c3ccccc3)CC2)cc1
  GAA glycogen = 4%[76.3 µM]

O=C(NCCCN1CCOCC1)c1ccccc1N1C(=O)[C@@H]2Cc3c([nH]c4ccccc34)C(c3ccc(F)cc3)N2C1=O (stereo not given in full)
  GAA glycogen = -2%[76.3 µM]

Cc1cccc(C)c1NC(=O)CSc1nc(-c2cccs2)cc(C(F)(F)F)n1
  GAA glycogen = 15%[76.3 µM]

Cc1c(C)n(CCCN(C)C)c2ncnc(Nc3ccc(F)cc3)c12
  GAA glycogen = 6%

COc1ccc(NC(=O)CN(C)C(=O)C(CCSC)NC(=O)c2ccccc2)cc1 (stereo not given)
  GAA glycogen = 5%[76.3 µM]

CCOc1cccc(C(=O)Nc2ccc(NC(=O)c3ccccc3)c(C)c2)c1
  GAA glycogen = -1%[76.3 µM]

NS(=O)(=O)OCC(Cc1ccccc1)N1C(=O)c2ccccc2C1=O (stereo not given)
  GAA glycogen = 3%[76.3 µM]

CCOc1ccc(S(=O)(=O)N2CCN(Cc3ccco3)CC2)cc1
  GAA glycogen = 3%[76.3 µM]

Cc1cc(S(=O)(=O)NCc2ccccc2)ccc1OCC(=O)NCc1ccccn1
  GAA glycogen = -1%[76.3 µM]

CCN(Cc1ccccc1)S(=O)(=O)c1ccc(F)cc1
  GAA glycogen = 8%[76.3 µM]

CC(C)Sc1ncc(Cl)c(C(=O)N(Cc2ccc(F)cc2)C2CCS(=O)(=O)C2)n1 (stereo not given)
  GAA glycogen = 14%[76.3 µM]

CCCN(CCC)C(=O)Cn1c(=O)n(CCCCCC(=O)NCc2ccccc2Cl)c(=O)c2sccc21
  GAA glycogen = 15%[76.3 µM]

Cc1cccc(C(=O)OC2CCCN(C)C2)c1C (stereo not given)
  GAA glycogen = -2%

O=C(NCCCn1ccnc1)c1ccccc1Br
  GAA glycogen = 2%

CCOCCCNC(=O)c1c(NC(=O)c2nc(SC)ncc2Cl)sc2c1CCCC2
  GAA glycogen = -1%[76.3 µM]

COc1ccccc1NC(=O)CCN1C(=O)C2CC=CCC2C1=O (stereo not given)
  GAA glycogen = -1%[76.3 µM]

C=CCN(C(=O)c1csnn1)C(C(=O)NCc1ccccc1)c1cccs1 (stereo not given)
  GAA glycogen = 2%

C=C(C)CN1C(=O)C2(OCCO2)c2ccccc21
  GAA glycogen = 1%

CC(=O)N1CCN(c2ccc(NC(=O)c3ccc(Cl)cc3)cc2)CC1
  GAA glycogen = -1%[76.3 µM]

CCOc1ccc(Nc2nc(N3CCOCC3)nc(N3CCOCC3)n2)cc1
  GAA glycogen = 1%[76.3 µM]

O=C(COC(=O)CCCOc1ccccc1)NNC(=O)c1ccc([N+](=O)[O-])cc1
  GAA glycogen = -4%[76.3 µM]

COc1ccc(C(=O)NCCSCc2ccccc2Cl)cc1OC
  GAA glycogen = -6%[76.3 µM]

COc1cc(NC(=O)c2ccc(C(=O)Nc3cc(OC)c(Cl)cc3OC)cc2)c(OC)cc1Cl
  GAA glycogen = 0%[76.3 µM]

CCn1c(C(=O)Nc2ccc(C)cc2C)cc2sc(Cl)cc21
  GAA glycogen = -4%[76.3 µM]

CCOc1ccc(OCC)c(Nc2nc3ccccc3n3nnnc23)c1
  GAA glycogen = -11%[76.3 µM]

Cc1nn(C)c(C)c1S(=O)(=O)NCCc1ccc(Cl)cc1
  GAA glycogen = 2%[76.3 µM]

CCCCC(NC(=O)Cc1c(C)c2cc3c(-c4ccccc4)coc3c(C)c2oc1=O)C(=O)O (stereo not given)
  GAA glycogen = 4%

COc1ccc(-n2c(=O)c3c4c(sc3n(C)c2=O)CN(C(C)=O)CC4)cc1
  GAA glycogen = 7%[76.3 µM]

CC(C)C1Cc2c(sc3ncnc(NN)c23)CO1 (stereo not given)
  GAA glycogen = ?
